p53ts 39C kill: p53ts cell cytotoxicity, nonpermissive temperature. Potency, µM (doses to about 46.1 µM), for inactives: top-dose activity change, negative = cell killing, hits mostly cytotoxic. 130,000 tested, 1.5% active. H1299-p53A138V viability at 39C, ATP luminescence, 24 h; note: nearly all actives have a fitted effect of over 55% in size
IkB signaling: IkB pathway inhibition in ABC-DLBCL cells; AID 445; Potency, µM (titrated, usually from 57.1 µM), inactives show at the highest dose IkBa stabilization activation; ABC-DLBCL IkBa-CBG/CBR dual luciferase ratio, 4 h; response scale: scaled: untreated 0%, proteasome inhibitor 100%; 110,000 tested, 0.04% active; active = well fitted curve in the direction sought with a large enough effect in the signal ratio, not every such curve was filed as active; inconclusive = small, poorly fitted or top-dose-only effect, or a change in a side signal; the % refers to the signal ratio;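 note: the direction sought is a rising ratio; 0% = basal untreated cells and 100% = reference inhibitor full response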
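In this assay, an IκBα–CBG68 fusion accumulates when IKK-driven degradation is blocked; native CBR normalizes for cell number. OCI-Ly3 cells were treated 4 h with compound and doxycycline, then green and red light read after Chroma-Glo addition.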
Imprint erasure: induces erasure of genomic imprints in mouse ES cells. mouse ES Peg3-LacZ reporter, beta-gal luminescence, 40 h. Potency, µM (series often up to 60.7 µM), without a hit: at the highest dose activity change, positive = activation, most hits filed as activators. 110,000 tested, 0.02% active;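 note: 0% = negative control wells on the plate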
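Each well holds 300 Peg3LacZ-Neo (maternal) female ES cells incubated 40 h at 37C, 5% CO2. LacZ is measured by BetaGlo luminescence, with AC50 and maximum efficacy derived from dose-response curves.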
p53ts 32C kill: p53ts cell cytotoxicity, permissive temperature | AID 924 | Potency, µM (highest dose often 46.1 µM), for the others: at the highest dose activity change, negative = cytotoxicity, actives largely listed as cytotoxic | 130,000 tested, 0.93% active | H1299-p53A138V at 32C, ATP luminescence viability, 24 h;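 note: 0% = DMSO and -100% = full killing by reference compound; nearly all actives have a fitted effect of over 55% in size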
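H1299-p53 A138V cells (temperature-sensitive p53) exposed 24 h to up to 46 uM compound at 32C, where p53 is wild-type in conformation. Viability read as ATP luminescence and normalised to DMSO and 100 uM tamoxifen. AC50 fitted with the Hill equation.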
* marks the source's active call; other numbers are inactive results; ? = inconclusive; · = no result given; [ ] = remark or other dose. Unless noted, calls come from the whole dose curve; as a rule, active = well fitted curve in the direction sought with a large enough effect; inconclusive = small, poorly fitted or top-dose-only effect, or another doubt; inactive = no such curve, though single readings can be large; an effect the other way counts as inactive or inconclusive. Unless noted, % is set by controls: 0 for no effect and ±100 for the full control effect; potency is the fitted concentration of half-maximal effect.

SMILES	p53ts 39C kill	IkB signaling	Imprint erasure	p53ts 32C kill
CN1CCN(C(=O)N2c3ccccc3C=Cc3ccccc32)CC1	-1%	0.6%	-14%	2%
O=c1oc2ccccc2n1CSC1=NCCS1	-21%	1.1%	-28%	-10%
COc1ccc(NC(=O)C2CCN(C3=NS(=O)(=O)C(c4ccc(C)c(C)c4)=C3C)CC2)cc1OC	0%	0.8%	18%[10.9 µM]	6%
COC(=O)c1ccc(NC(=O)CSc2nccn2Cc2ccc(Cl)cc2)cc1	-34%	?	-19%[10.9 µM]	-3%
COCCn1nnnc1CN1C2CCCC1CC(NC(C)=O)C2 (stereo not drawn)	0%	1.2%	11%	-5%
CCOC(=O)c1c(NC(=O)COc2cccc(C(F)(F)F)c2)sc2c1CCC(C)C2 (stereo not drawn)	10%	1.3%	-6%[10.9 µM]	-11%
COC(=O)[C@H]1C[C@@H]1[C@H](NC(=O)c1ccccc1)c1ccccc1	-7%	·	-9%	1%
CCn1c(N)c(C(=O)N2CCOCC2)sc1=S	-7%	0.5%	1%	-4%
O=C(CSc1nnc(-c2ccccc2)n1Cc1ccco1)Nc1ccc2c(c1)OCCO2	-5%	?	-14%	6%
Cn1cccc1-c1cc2n(n1)CCC(=O)N2CCCC(=O)NCc1cccc(Cl)c1	-17%	?	-1%[10.9 µM]	-2%

Ordered by formula weight (ascending): part of the list above
SMILES	p53ts 39C kill	IkB signaling	Imprint erasure	p53ts 32C kill
CCn1c(N)c(C(=O)N2CCOCC2)sc1=S	-7%	0.5%	1%	-4%
COC(=O)[C@H]1C[C@@H]1[C@H](NC(=O)c1ccccc1)c1ccccc1	-7%	·	-9%	1%
COCCn1nnnc1CN1C2CCCC1CC(NC(C)=O)C2 (stereo not drawn)	0%	1.2%	11%	-5%
Cn1cccc1-c1cc2n(n1)CCC(=O)N2CCCC(=O)NCc1cccc(Cl)c1	-17%	?	-1%[10.9 µM]	-2%
CCOC(=O)c1c(NC(=O)COc2cccc(C(F)(F)F)c2)sc2c1CCC(C)C2 (stereo not drawn)	10%	1.3%	-6%[10.9 µM]	-11%
O=C(CSc1nnc(-c2ccccc2)n1Cc1ccco1)Nc1ccc2c(c1)OCCO2	-5%	?	-14%	6%
COc1ccc(NC(=O)C2CCN(C3=NS(=O)(=O)C(c4ccc(C)c(C)c4)=C3C)CC2)cc1OC	0%	0.8%	18%[10.9 µM]	6%

(listing goes on)
SMILES	p53ts 39C kill	IkB signaling	Imprint erasure	p53ts 32C kill
O=C(CCC(=O)c1cccs1)Nc1ccccc1F	-17%	?	2%	3%
Cc1ccc(C(=O)Nc2nc3ccc(S(C)(=O)=O)cc3s2)o1	13µM*	·	·	11µM*
COc1cccc(C(=O)Nc2ccccc2C(=O)OCc2cc(=O)n3nc(C)sc3n2)c1	-17%	3.2%	-11%[10.9 µM]	3%
Nc1ccc(S(=O)(=O)Nc2ncccn2)cc1	0%	0.9%[25.6 µM]	-3%	0%
O=C1C(=O)N(CCCn2ccnc2)C(c2cccnc2)/C1=C(/O)c1ccc(Cl)cc1 (stereo not drawn)	26%	0.7%	-7%	-3%
C=CCn1c(CCNC(=O)c2ccccc2F)nnc1SCC(=O)Nc1nc(C)cs1	17%	-2.4%	7%	7%
CCC(=O)N1CCc2cc(S(=O)(=O)NCCN3CCCCC3CC)ccc21 (stereo not drawn)	-12%	-1.7%	-10%	-13%
C=CCOc1cccc(C2/C(=C(/O)c3ccc(C)cc3)C(=O)C(=O)N2CCN2CCOCC2)c1 (stereo not drawn)	4%	1.5%	-12%	-6%
COc1ccc(N(CC(=O)NCc2ccc(F)cc2)S(=O)(=O)c2c(C)noc2C)cc1	34%[activator]	-0.6%	-11%[10.9 µM]	1%
CCOc1ccccc1N1CCN(C(=O)Nc2cccc(Cl)c2)CC1	1%	?	-10%	-4%
COc1ccccc1-c1nccc(N2CCN(C)CC2)n1	-8%	0.7%[11.4 µM]	-14%	4%
Cc1ccc(-c2nnc(Nc3ccccc3)c3ccccc23)cc1S(=O)(=O)NCc1nc2ccccc2[nH]1	13%	?	-11%[10.9 µM]	26%
CCNc1nc(NC(C)C)nc(OCCOC(=O)c2ccccc2)n1	-6%	·	·	-3%
Cc1ccc2oc(-c3cccc(NC(=O)c4sc5c([N+](=O)[O-])cccc5c4Cl)c3)nc2c1	27%	-0.4%	-5%[10.9 µM]	-5%
O=C(c1cnn(-c2ccc(F)cc2)c1-n1cccc1)N1CCN(c2ccccc2)CC1	-17%	?	7%[10.9 µM]	7%
CCOc1cc(S(=O)(=O)NCc2ccccn2)ccc1Cl	-6%	·	·	-8%
Nc1c(C(=O)Nc2ccc(Cl)cc2F)sc2nc(-c3cccs3)ccc12	?	5.8%	-2%[10.9 µM]	?
Cc1cccc(-n2ccnc2SCC(=O)Nc2ccc3c(c2)OCCO3)c1	7%	?	-16%	-7%
COc1ccccc1C1CC(c2ccc(F)cc2)Nc2ncnn21 (stereo not drawn)	10%	2.0%	4%	0%
CCc1cc2c(NCC3CCCO3)ncnc2s1 (stereo not drawn)	-10%	?	-7%	6%

Quoted at random: 2 records from the list.
SMILES	p53ts 39C kill	IkB signaling	Imprint erasure	p53ts 32C kill
COc1ccccc1C1CC(c2ccc(F)cc2)Nc2ncnn21 (stereo not drawn)	10%	2.0%	4%	0%
CCc1cc2c(NCC3CCCO3)ncnc2s1 (stereo not drawn)	-10%	?	-7%	6%

Remaining list, next part
SMILES	p53ts 39C kill	IkB signaling	Imprint erasure	p53ts 32C kill
O=C(c1ccc(F)cc1)c1cc2ccccc2o1	-2%	-0.1%	-22%	-9%
CCN(CC)C(=O)C1CCCN(Cc2ccc(F)c(F)c2)C1 (stereo not drawn)	-1%	0.7%	-13%	5%
Cc1ccc(NC(=O)c2sc3ccccc3c2Cl)cc1	?	8.2%	-23%[10.9 µM]	?
Cc1cc(S(=O)(=O)N(Cc2ccc3c(c2)OCO3)CC2CCCO2)ccc1-n1cnnn1 (stereo not drawn)	-4%	0.2%	-10%	-14%
CC(Nc1nc(N2CCN(S(C)(=O)=O)CC2)nc2ccccc12)c1ccccc1 (stereo not drawn)	14%	-2.6%	-10%	-5%
CC(C)(C)OC(=O)N1CC2Cc3[nH]c(=O)ccc3C(C2)C1 (stereo not drawn)	9%	-2.2%	-5%	9%
CN(C)c1ccc(-c2nc(NC3CCNCC3)c3ccccc3n2)cc1	10µM*	0.4%[11.4 µM]	-45%[inhibitor]	?
O=C(Cn1c(=O)n(-c2cccc(Cl)c2)c(=O)c2sc3ccccc3c21)NC1CCCCC1	-13%	?	-4%[10.9 µM]	0%
C=CCSc1nc2ccccc2c(=O)[nH]1	9%	1.7%	-11%	-5%
CCc1cccc(C)c1NC(=O)CCCn1c(C)c2cnn(-c3ccccc3)c(=O)c2c1C	3%	?	3%[10.9 µM]	7%
COc1cccc(N2C(=O)N(c3ccccc3)C3CS(=O)(=O)CC32)c1 (stereo not drawn)	-1%	·	·	4%
CCOC(=O)Cn1nnnc1C(CC)N(Cc1cc2c(C)cc(C)cc2[nH]c1=O)C1CCCC1 (stereo not drawn)	-16%	0.4%	-6%	-2%
O=C(CSc1nc2ccccc2[nH]1)N1CCN(c2ccc(F)cc2)CC1	4%	11%	-12%	4%
CC(C)c1ccc(S(=O)(=O)Nc2cc3c(cc2NCc2ccccc2)n(C)c(=O)n3C)cc1	-24%	22%	-13%[10.9 µM]	-5%
CCc1ccc(NC(=O)Cn2cnc3sc(C)c(S(=O)(=O)N4CCC(C)CC4)c3c2=O)cc1	32%[activator]	2.3%	-7%[10.9 µM]	-4%
Cc1cccc(C2=Nc3ccccc3N=C(c3cc(Cl)ccc3O)C2)c1	2%	5.2%	-16%[10.9 µM]	-3%
Cc1cc(Nc2ccc(Br)c(C)c2)n2nc(-c3ccco3)nc2n1	-9%	?	14%[10.9 µM]	17%
Fc1ccccc1N1CCN(C(c2cccs2)c2nnnn2CCc2ccccc2)CC1 (stereo not drawn)	-8%	0.8%	-13%	2%
O=C(NC(=O)c1ccccc1)NC1(C(F)(F)F)OCCO1	-4%	1.1%	-42%[inhibitor]	-12%
O=C(NCc1ccco1)c1ccc2c(c1)N(Cc1ccccc1)C(=O)CS2=O (stereo not drawn)	13%	0.2%	-9%	3%
COc1cccc(CNC(=O)c2ccc(NC(=O)N3CCCCc4ccccc43)cc2)c1OC	-11%	-0.3%	11%[10.9 µM]	-11%
CC(C)NC(=O)Cn1cc(C#N)c2cc(Br)ccc21	4%	6.0%	-11%	-3%
CCOc1cccc(NC(=O)Cn2nc(-c3ccc4c(c3)OCCO4)ccc2=O)c1	-6%	·	·	5%
Cc1ccc(CNC(=O)Cn2ccn(-c3cc(C)cc(C)c3)c(=O)c2=O)cc1	-7%	?	-3%[10.9 µM]	-8%
O=C(NCc1ccc2c(c1)OCO2)C1CCCN1C(=O)Nc1cccc(F)c1 (stereo not drawn)	14%	-0.8%	-8%	-5%
Cc1cccc(NC(=O)CSc2nc3ccc(NC(=O)COc4ccc(Cl)cc4)cc3s2)c1	?	?	-10%[10.9 µM]	?
CC(C)(C)OC(=O)N1CCC(c2c(C(=O)NCCN3CCc4ccccc4C3)cnn2-c2ccc(F)cc2F)CC1	-20%	?	-9%[10.9 µM]	10%
CCn1c(COc2ccccc2OC)nnc1SCC#N	-1%	-1.7%	·	1%
COc1cc(C(=O)OCC(=O)Nc2ccc3c(c2)OC(F)(F)O3)ccc1OCc1c(C)noc1C	-19%	?	-11%	-6%
COCC(=O)N(Cc1ccccc1)c1ccccn1	15%	0.9%	-9%	1%
CN(C)S(=O)(=O)N1CCN(c2ccc(Cl)cc2)CC1	-17%	-0.9%	-4%	-10%
Cc1cnc(C(=O)OCC(=O)Nc2ccc(Oc3ccccc3)cc2)cn1	-9%	-1.7%	-10%	-2%
COc1ccc(CCNC(=O)c2cc(-c3ccc(C)c(C)c3)nc3ccccc23)cc1OC	?	?	-14%[10.9 µM]	-29%
Cc1cc(=O)n2nc(N3CCCC3C(=O)NCCCN3CC(C)CC(C)C3)sc2n1 (stereo not drawn)	-3%	-0.2%	-9%	-12%
CCOc1ccc(-c2n[nH]c3c2C(c2cccs2)N(c2ccc(Br)cc2)C3=O)cc1 (stereo not drawn)	-17%	1.4%	-9%[10.9 µM]	-13%
CCN(CC)c1ccc(NC(=O)c2cc(OC)cc(OC)c2)c(C)c1	-9%	?	-24%	11%
COC(=O)c1ccc(S(=O)(=O)c2ccc(C(=O)OC)s2)s1	-1%	1.4%	-10%	-2%
NC(=S)c1ccc(C(N)=S)o1	-5%	0.2%	-10%	14%
O=[N+]([O-])c1ccc(CS(=O)Cc2ccccc2)cc1 (stereo not drawn)	-7%[9.22 µM]	1.0%[11.4 µM]	24%[10.9 µM]	-1%[9.22 µM]
COc1ccc(-c2cn3cccnc3n2)cc1NC(=O)Nc1cc(C)ccc1C	?	?	-19%[10.9 µM]	16µM*
COc1ccc(-c2nnc(CSc3nc4ccccc4c(=O)n3C)o2)cc1OC	-4%	-0.4%	-9%	11%
CC(=O)OCCNc1cc(N2CCN(C)CC2)c2noc3c2c1C(=O)c1ccccc1-3	-17%	3.8%	-6%	-9%
CCc1ccc(NC(=O)Cn2ncc3c4ccccc4n(C)c3c2=O)cc1	-14%	?	-7%[10.9 µM]	14%
CCOC(=O)C1=C(O)C(Nc2nccs2)(C(F)(F)F)N=C1C (stereo not drawn)	-7%	1.2%	-5%	-3%
COc1ccc(S(=O)(=O)N2CCN(C(=O)CCC3CCCC3)CC2)cc1	2%	6.6%	-24%	12%
Cc1cc(NC(=O)CSc2nc3ccccc3c(=O)n2Cc2ccc(F)cc2)no1	-20%	0.8%	5%	-6%
COC(=O)[C@@]1(Cc2ccc(F)cc2)[C@H]2c3cc(C(=O)N(C)C)n(CCc4ccc(OC)c(Br)c4)c3C[C@H]2CN1C(=O)c1ccccc1	2%	·	-8%	17%
COc1cccc(-n2ccnc2SCC(=O)Nc2c(C)cc(C)cc2C)c1	-20%	-2.0%	-8%[10.9 µM]	-3%
CCCCn1c(=O)c(-c2ccccc2)c(O)c2ccccc21	18%	-0.3%	-3%	19%
CCCCC(CC)CNS(=O)(=O)c1ccc2c(c1)CCN2C(=O)CCC(=O)O (stereo not drawn)	2%	0.0%	0%	8%
CCOC(=O)c1[nH]c2c(c1C)C(=O)CC(c1ccc(OC)c(OC)c1)C2 (stereo not drawn)	0%	-0.3%	-8%	-7%
